MKP-3 inhibition: MKP-3 phosphatase inhibitors, primary screen, biochemical, rat enzyme, in vitro (AID 425). recombinant MKP-3 phosphatase activity, fluorescence; higher % means a stronger effect. one-dose inhibition, % at 20 µM; IC50 in µM for titrated hits. hit rate 0.17% among 110,000; in the data active = inhibition above about 50%;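 also: plate controls were vehicle for no effect and reference inhibitor for full effect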
Hsp70 displacement: small molecules displacing fluorescent ligand from Hsp70 – biochemical, fluorescence polarization, primary screen (AID 583); Hsp70 fluorescence polarization probe displacement, mP; higher % means a stronger effect; one-dose displacement, % at 20 µM; IC50 in µM for titrated hits; hit rate 0.06% among 140,000; in the data active = displacement above about 50%;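 also: plate controls were vehicle for no effect and reference ligand for full effect; a part of the inactive calls stands beside numbers as strong as those of hits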
* hit, by the source's call; nt = not tested or not shown; & = joins results of further samples. These rows are one share of the data, so the mix of outcomes need not match the whole.

Structure | MKP-3 inhibition | Hsp70 displacement
CC1CN(c2oc(-c3cccs3)nc2C#N)CC(C)O1 (stereo not given) | 2% | -1.1%
Cc1cccc(/C=N/NC(=O)C2COc3ccccc3O2)c1O (stereo not given) | 0% | -1.4%
CN(c1ccccc1)c1ccc(/C=C2\C(=O)ON=C2c2ccccc2)cc1 | 25% | -6.8%
CCN1CCCC1CNS(=O)(=O)c1cc(Br)cc2c1N(C(=O)C1CC1)CC2 (stereo not given) | -12% | 4.2%
CCOC(=O)C1=C(c2ccccc2)Nc2ncnn2C1c1cc(OC)cc(OC)c1OC (stereo not given) | -4% | -2.8%
NC(=O)Nc1ccc(F)cc1 | nt | -8.4%
CCN1CCCc2cc(CN(CCN3CCOCC3)C(=O)Nc3ccc(C)c(C)c3)ccc21 | nt | 8.9%
CCOC(=O)C1(C)NC(c2cc(OC)c(OC)c(OC)c2)C2C(=O)N(CC)C(=O)C21 (stereo not given) | 5% | -2.5%
CCCCC(=O)Nc1cccc(NC(=O)c2ccc(Br)o2)c1 | 4% | 1.5%
C=CCc1ccc(OCCCOc2ccc(C)c(C)c2)c(OC)c1 | nt | 0.2%
COC(=O)c1ccc(NC(NC=O)C(Cl)(Cl)Cl)cc1 (stereo not given) | 2% | -1.2%
c1csc(-c2nnsc2-c2nc3ccccc3[nH]2)c1 | -12% | -5.3%
O=C(NC1CCCCC1)c1cccc(Cl)c1 | 0% | -5.0%
CNc1nc(C)nc(-n2nc(C)cc2C)n1 | -12%&3% | 1.9%&0.7%
COCCn1nnnc1C(c1cc2ccc(OC)cc2[nH]c1=O)N1CCc2ccccc2C1 (stereo not given) | -3% | -3.2%
CCOc1ccc(-c2nnn(CC(=O)Nc3cc(OC)ccc3OC)n2)cc1OCC | -7% | -4.2%
CCC(=O)n1nc(-c2ccc(OC)cc2)nc1N | -3% | -2.2%
Cn1cc(C(=O)N2CCc3ccccc3C2)c(=O)c2cc(S(=O)(=O)N3CCCCC3)ccc21 | nt | 10%
CC(=O)c1ccc(C(C)(C)C)cc1NC(=O)c1ccccc1 | -6% | 1.4%
Cc1ccc(OCCn2cc(C#N)c3ccccc32)cc1 | nt | 9.2%
CN(C)CCCNS(=O)(=O)c1ccc(N2CCC(c3ccc(Cl)cc3)=N2)cc1 | nt | 11%
CC1=C(C(N)=O)C(c2ccccn2)n2nc(SCc3ccccc3Cl)nc2N1 (stereo not given) | -2% | 1.9%
Cc1ccc(-c2ccc(C(=O)Nc3ccc([N+](=O)[O-])cc3C)o2)cc1Cl | 3% | -0.6%
Cc1ccc(C(=O)c2coc3c2C(=O)c2ccccc2C3=O)cc1 | 3% | -2.0%
CCCc1cc(=O)n2c(nc3ccccc32)[nH]1 | -8% | -0.3%
O=C(Nc1ccc2ccccc2c1)C1CC(=O)N(c2cccc([N+](=O)[O-])c2)C1 (stereo not given) | 2% | nt
Cc1ccc(-n2nc3ccc(NC(=O)c4ccc([N+](=O)[O-])cc4Cl)cc3n2)cc1 | 3% | -5.3%
COC(=O)c1ccccc1NC(=O)n1cc(C)cn1 | -9% | -0.8%
Cc1cc(C(=O)NCc2ccc(S(N)(=O)=O)cc2)cs1 | 3% | 1.4%
COC(=O)c1ccc(C2/C(=C(/O)c3ccc(OC)cc3)C(=O)C(=O)N2CC2CCCO2)cc1 (stereo not given) | -8% | -8.7%
N#CCCN(C(=O)CN1C(=O)NC2(CCCC2)C1=O)c1ccccc1F | 6% | -1.4%
O=C(Nc1ccc(Nc2ccccc2)cc1)c1ccc([N+](=O)[O-])cc1 | 0% | 2.3%
COc1ccc(C(=O)c2coc3ccc(O)c(CN4CCCCC4)c23)cc1 | -10% | -8.2%
O=C(COc1ccc2ccccc2c1)Nc1ccc(O)c(-c2nc3ccccc3o2)c1 | 0% | 3.1%
CC1CCN(C(=O)CSc2nc3c(cnn3-c3ccc(Cl)cc3)c(=O)[nH]2)CC1 | -1% | 2.7%
Cc1ccc(S(=O)(=O)N=C2SCCCS2)cc1 | -2% | 2.7%
Cc1ccc2c(c1)C(c1ccccc1C(F)(F)F)CC(=O)N2 (stereo not given) | 3% | 2.8%
COC(=O)C1=C(C)NC2=C(C(=O)c3ccccc32)C1c1ccc(OCc2ccc(F)cc2)c(OC)c1 (stereo not given) | -1% | -1.7%
CC(=O)Nc1ccc(-c2nnc(SCc3ccccc3C#N)n2C)cc1 | nt | 6.7%
CC1CCCC(NC(=O)c2ccc3c(c2)N(Cc2ccccc2)C(=O)CS3=O)C1C (stereo not given) | -3% | 5.1%
O=C(Cc1ccccc1)Nc1ccccc1C(=O)N1CCCCCC1 | 2% | 3.4%
CC(C)CNC(=O)c1c(N)n(/N=C/c2cccnc2)c2nc3ccccc3nc12 | 4% | -1.9%
CCOC(=O)C1CCN(C(=O)Cc2ccc(Cl)cc2)CC1 | 0% | -1.5%
COc1ccc(C2CC(=O)N3CN(c4ccc(C)c(Cl)c4)CSC3=C2C#N)cc1OC (stereo not given) | -5% | -1.0%
COc1ccc(C(=O)N2CCN(c3nc4cc(C)ccc4cc3C#N)CC2)c(OC)c1 | 0% | -3.8%
CCN(CC)S(=O)(=O)c1cccc(C(=O)NCCc2ccccc2)c1 | nt | 4.3%
O=C1C(C2=C(O)c3ccccc3C2=O)=Nc2ccccc21 | 0% | nt
Cc1cccc(OCCOCCN2CCN(C)CC2)c1 | 1% | 1.7%
CCn1nnc(-c2ccccc2NC(=O)c2ccc(-n3cnnn3)cc2)n1 | -9% | 0.8%
CCC(=O)Nc1cc(-c2nn3c(C)nnc3s2)ccc1C | 4% | 1.2%
NC(=O)CSCc1cccc(Br)c1 | -6% | -0.3%
Cc1nc2ccc(NC(=O)N(C(C)C)C(C)C)cc2s1 | nt | 1.5%
N#C/C(=C\c1cccs1)c1nc(-c2ccc(Br)cc2)cs1 | -1% | -35%
CCOc1ccc(N2C(=O)CC(Sc3nc(C)cc(C)n3)C2=O)cc1 (stereo not given) | 1% | 2.4%
CCOC(=O)CCc1c(C)nc2cc(C3CCCN(C(=O)OC(C)(C)C)C3)[nH]n2c1=O (stereo not given) | -6% | -6.5%
CSc1ncccc1C(=O)OCc1ccccc1 | 1% | -2.0%
CCN(C(=O)c1sc(N)c(C#N)c1C)C1CCCCC1 | -10% | 3.3%
CCc1nnc(SCc2ccc(OC)c(Br)c2)n1N | -9% | -14%
COc1ccc(C)cc1NC(=O)CSc1nnc(-c2ccc(OC)c(OC)c2)n1N | -3% | -0.5%
CCCCn1nnnc1NCc1ccc(N2CCCC2)cc1 | -3% | -1.2%

Reformatted: entries from further up
Results follow in this order: MKP-3 inhibition	Hsp70 displacement
- COc1ccc(C(=O)c2coc3ccc(O)c(CN4CCCCC4)c23)cc1
→ -10%	-8.2%
- CCN(CC)S(=O)(=O)c1cccc(C(=O)NCCc2ccccc2)c1
→ nt	4.3%

New compounds follow
Structure | MKP-3 inhibition | Hsp70 displacement
CCOC(=O)C1=C(O)/C(=C/c2ccccc2)SC1=Nc1cccc2ccccc12 | 2% | -0.8%
Cc1ccc(C(=O)NCC(=O)OCC(=O)c2c(N)n(C)c(=O)n(C)c2=O)s1 | -6% | -1.2%
CS(=O)(=O)N1CCc2ccccc2C1 | nt | 4.1%
CCOC(=O)c1sc(NC(=O)CCCOc2ccc(Cl)cc2Cl)nc1C | -5% | -0.5%
O=C(CSC1=Nc2ccccc2C2=NC(CC(=O)NCc3ccco3)C(=O)N12)NCC1CCCO1 (stereo not given) | 0% | 2.3%
O=C(c1ccccc1)c1cccc(NC(=O)C2CCCCC2)c1 | 5% | 1.9%
CN1C(=O)C(=Cc2ccccc2OCc2ccccc2F)C(=O)N(C)C1=O | -2% | -1.8%
COCCNC(=O)CN(C(=O)CCC(=O)Nc1ccccn1)c1ccc(F)cc1 | -9% | 5.6%
Cc1ccc(N=C2NC(=O)/C(=C\c3ccc(C)o3)S2)cc1 | 3% | -4.1%
Cc1ccc(OCCn2cnc3c(N)ncnc32)cc1 | nt | 3.1%
CCC(C)(C(=O)NC1CCCC1)N(C(=O)CC1NC(=O)NC1=O)c1ccc(C)cc1 (stereo not given) | nt | 1.2%
Cc1nccn1-c1ccc(C(F)(F)F)cc1NC=O | -10% | -0.2%
O=C(NC1CCN(Cc2ccccc2)CC1)C1COc2ccccc2O1 (stereo not given) | -1% | -3.6%
CCOc1cc(C)c(S(=O)(=O)Nc2ccc(Cl)cn2)cc1C | -15% | -0.1%
COc1ccc(N2C(=O)CC(N3CCN(S(=O)(=O)c4c(F)cccc4F)CC3)C2=O)cc1OC (stereo not given) | -12% | 2.5%
CN1CCc2c(C#N)c(N3CCCCC3)nc(NCc3ccccc3)c2C1 | 1% | 8.8%
O/N=C1/CC/C(=N\O)c2nn(-c3ccccc3)nc21 | -12% | -3.1%
O=C(Cc1ccccc1)Nc1ccncc1 | 0% | 1.2%
NS(=O)(=O)c1ccc(Oc2ccc([N+](=O)[O-])cc2)cc1 | -1% | 1.2%
O=c1cc(CN2CCN(Cc3ccccc3)CC2)c2cc(Cl)ccc2o1 | 3% | -0.7%
Cc1cc(-c2ccc(N3C(=O)CCC3=O)c(C)c2)ccc1N1C(=O)CCC1=O | -3% | -0.4%
Cn1c(N)c(C(=O)CSc2ccc3c(c2)OCCO3)c(=O)n(C)c1=O | -6% | -4.5%
COc1ccccc1NC(=O)CN1CCN(CC(=O)Nc2ccc(OCc3ccccc3)cc2)CC1 | 1% | 3.3%
CCOC(=O)Cc1csc(Nc2c(C)n(C)n(-c3ccccc3)c2=O)n1 | 2% | -7.5%
O=C(/C=C/c1cccc([N+](=O)[O-])c1)Nc1ccc(Cl)cn1 | -4% | -0.1%
CCOC(=O)N1CCN(Cc2ccc(F)cc2F)CC1 | nt | -2.1%
O=c1cc(-c2ccc([N+](=O)[O-])cc2)nc2cc(-c3cccc(F)c3)[nH]n12 | 3% | 3.1%
CCOC(=O)N1CCN(c2nc3c(c(=O)[nH]c(=O)n3C)n2Cc2ccccc2Cl)CC1 | -6% | 2.7%
O=C1c2ccccc2C(=O)N1CCCC(=O)N1CCc2ccccc21 | -9% | nt
CC1=C(C(=O)OCC(F)(F)F)C(c2ccccc2)NC(=O)N1 (stereo not given) | 1% | -7.3%

Structures from the list above containing a thiophene ring, fused or not, in the order listed:
Structure | MKP-3 inhibition | Hsp70 displacement
CC1CN(c2oc(-c3cccs3)nc2C#N)CC(C)O1 (stereo not given) | 2% | -1.1%
c1csc(-c2nnsc2-c2nc3ccccc3[nH]2)c1 | -12% | -5.3%
Cc1cc(C(=O)NCc2ccc(S(N)(=O)=O)cc2)cs1 | 3% | 1.4%
N#C/C(=C\c1cccs1)c1nc(-c2ccc(Br)cc2)cs1 | -1% | -35%
CCN(C(=O)c1sc(N)c(C#N)c1C)C1CCCCC1 | -10% | 3.3%
Cc1ccc(C(=O)NCC(=O)OCC(=O)c2c(N)n(C)c(=O)n(C)c2=O)s1 | -6% | -1.2%

Other records follow.
SMILES	MKP-3 inhibition	Hsp70 displacement
CCCCOc1ccc(/C=C2\SC(=S)N(C(C)C(=O)O)C2=O)cc1OC (stereo not given)	0%	-9.5%
COC(=O)c1sc(NC(=O)c2ccc(Br)o2)c(C(=O)OC)c1C	0%	1.8%
CC(=O)NC(Cc1ccccc1F)C(=O)NC1CCN(C(=O)c2cnccn2)CC1 (stereo not given)	-9%	0.5%
O=C(O)CCCn1nc(C(F)(F)F)c2c1CCCCC2	1%	1.3%
O=C1NCC(O)=C1C=NCc1ccc(Cl)cc1	2%	0.0%
COc1ccc(CN2CCN(CC3CC4C=CC3C4)CC2)c(OC)c1OC (stereo not given)	1%	-1.3%
COc1ccc(CCNC(=O)c2ccc(NS(=O)(=O)c3c(C)noc3C)cc2)cc1OC	-3%	0.8%
O=C(NCC(=O)N(Cc1ccccc1)C(C(=O)NC1CCCC1)c1ccco1)c1ccco1 (stereo not given)	-13%	2.0%
COCc1cc(C)n(CC(=O)NC(C)c2ccccc2)c(=O)c1C#N (stereo not given)	-13%	-0.4%
CCN(Cc1ccccc1)S(=O)(=O)c1ccc(C(=O)Nc2nnc(-c3ccccc3OC)o2)cc1	4%	1.2%
FC(F)(F)c1ccc(/C=N/N2CCN(c3ccccc3)CC2)cc1	1%	-4.9%
CCOC(=O)C(C(=O)Nc1ccccn1)C1CCCCC1 (stereo not given)	3%	2.9%
NC(CC(=O)O)c1cccc(Br)c1 (stereo not given)	0%	0.7%
C=CCc1ccc(OCCOc2ccc(/C=N/n3cnnc3)cc2OCC)c(OC)c1	nt	-0.1%
COc1ccc(NC(=O)c2c(NC(=O)CNCc3ccco3)sc3c2CCC3)c(OC)c1	-7%	-14%
COc1ccc(Cn2cccc(NC(=O)Nc3cccc(C#N)c3)c2=O)cc1	nt	-8.1%
CN(c1ccc(C(=O)Nc2ccccc2C(F)(F)F)cc1)S(C)(=O)=O	-14%	1.6%
COc1c(I)cc(I)cc1/C=N\NC(=O)c1ccc([N+](=O)[O-])cc1	0%	-1.5%
COCCn1c(CN2CCN(c3ccc(F)cc3)CC2)nc2c1c(=O)n(C)c(=O)n2C	3%	-2.4%
CCc1ccc(OCC(=O)N2CCN(c3ccc([N+](=O)[O-])cc3)CC2)cc1	-2%	0.3%
c1ccc2c(c1)N1CCN=C1N2CCN1CCCCC1	-6%&-1%	3.7%&-2.0%
Cc1ccccc1/C=N/NC(=O)CCc1ccccc1	4%	-2.7%
CCN(CC)CCN1C(=O)c2ccccc2NC1c1ccc2c(c1)OCO2 (stereo not given)	1%	2.1%
COc1ccc(C(=O)Nc2nnc(C(F)(F)F)s2)cc1	-7%	0.1%
CN(C(=O)Nc1ccccc1)C1CCS(=O)(=O)C1 (stereo not given)	nt	-1.9%
